BCR signal inh – qHTS Assay to Find Inhibitors of Chronic Active B-Cell Receptor Signaling. ABC-DLBCL IkBa-CBG/CBR reporter, luminescence ratio, 4 h. Potency, µM (series often up to 46.1 µM), for inactives: at the highest dose ratio change, negative = lower green/red ratio, most hits filed as inhibitors. hit rate 0.05% among 340,000; active = well fitted inhibition curve with a large enough effect in the signal ratio, with a control signal flat, not every such curve was filed as active; inconclusive = small, poorly fitted or top-dose-only effect, or effect the other way, or a change in a side signal; the % refers to the signal ratio;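 note: potency is the fitted concentration of half-maximal effect; plate controls were basal doxycycline-induced cells for no effect and cells given 10 µM MG132 for full effect; MG132 reads +100%, hits lower the ratio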
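TMD8 human ABC-DLBCL cells with doxycycline-inducible IκBα–green luciferase fusion and unfused red luciferase, in 0.5% FBS medium; compounds up to 46 uM, 4 h at 37C. Green/red luminescence ratio, filter-overlap corrected, fitted to concentration-response curves.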
S-ASM inh – Inhibitors of Secretory Acid Sphingomyelinase (S-ASM): qHTS. placental ASM, HMU-PC fluorogenic substrate, 60 min. Potency, µM (doses to about 57.5 µM), inactives show at the highest dose activity change, negative = inhibition, hits mostly inhibitors. hit rate 0.006% among 340,000; note: potency is the fitted concentration of half-maximal effect
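Steps: dispense placental human ASM, pin compound, wait 10 min at room temperature, add HMU-PC0 substrate at 9 uM final, incubate 60 min at 37 °C, add stop solution raising pH to 10, read fluorescence.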
Mito fusion act – qHTS Assay for Small Molecule Inhibitors of Mitochondrial Division or Activators of Mitochondrial Fusion; S. cerevisiae fusion-defective mutant growth rescue, CellTiterGlo 48 h; Potency, µM (series often up to 46.1 µM), for inactives: at the highest dose growth rescue (activation), most hits filed as activators; hit rate 0.23% among 320,000;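 note: potency is the fitted concentration of half-maximal effect; % of control where 0% means no effect; nearly all actives have a fitted effect of over 45% in size; temperature-sensitive fusion mutants such as fzo1-1 at 37 °C on non-fermentable ethanol glycerol medium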
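Yeast fusion mutant, YPEG (non-fermentable carbon), compound, 48 h at 37C non-permissive; CellTiterGlo added, 10 min RT, luminescence read. Rescued growth = division inhibition.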
TCR act – Activators of T cell receptors: qHTS campaign; primary human leukocytes, anti-CD3, IL-2 HTRF, 48 h; Potency, µM (doses to about 9.22 µM), inactives show top-dose activation of IL-2 secretion, hits mostly activators; 330,000 tested, under 10 active; AID 504894, 2011; note: % of control where 0% means no effect
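Using a-CD3 beads without co-stimulation, primary human leukocytes were exposed to compounds for 48 hr. An HTRF IL-2 kit measured the cytokine, with europium-to-d2 energy transfer producing emission at 665nm upon 320nm excitation.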
TSHR antagonist – Antagonists of the Thyroid Stimulating Hormone Receptor: HTS campaign; Thyrotropin receptor (Homo sapiens), P16473; TSHR-expressing cells, TSH-stimulated cAMP HTRF, 2 h; stronger effect = lower value; activity change, negative = inhibition, % at 11.5 µM; hit rate 0.2% among 330,000; AID 504810, 2011;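 active = activity change below a set negative limit, meaning inhibition stronger than a set level, cut at about -70% in these data; inconclusive = activity change between two set negative limits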; note: % is set by controls: 0 for no effect and ±100 for the full control effect
Target sequence (P16473 whole entry, looked up): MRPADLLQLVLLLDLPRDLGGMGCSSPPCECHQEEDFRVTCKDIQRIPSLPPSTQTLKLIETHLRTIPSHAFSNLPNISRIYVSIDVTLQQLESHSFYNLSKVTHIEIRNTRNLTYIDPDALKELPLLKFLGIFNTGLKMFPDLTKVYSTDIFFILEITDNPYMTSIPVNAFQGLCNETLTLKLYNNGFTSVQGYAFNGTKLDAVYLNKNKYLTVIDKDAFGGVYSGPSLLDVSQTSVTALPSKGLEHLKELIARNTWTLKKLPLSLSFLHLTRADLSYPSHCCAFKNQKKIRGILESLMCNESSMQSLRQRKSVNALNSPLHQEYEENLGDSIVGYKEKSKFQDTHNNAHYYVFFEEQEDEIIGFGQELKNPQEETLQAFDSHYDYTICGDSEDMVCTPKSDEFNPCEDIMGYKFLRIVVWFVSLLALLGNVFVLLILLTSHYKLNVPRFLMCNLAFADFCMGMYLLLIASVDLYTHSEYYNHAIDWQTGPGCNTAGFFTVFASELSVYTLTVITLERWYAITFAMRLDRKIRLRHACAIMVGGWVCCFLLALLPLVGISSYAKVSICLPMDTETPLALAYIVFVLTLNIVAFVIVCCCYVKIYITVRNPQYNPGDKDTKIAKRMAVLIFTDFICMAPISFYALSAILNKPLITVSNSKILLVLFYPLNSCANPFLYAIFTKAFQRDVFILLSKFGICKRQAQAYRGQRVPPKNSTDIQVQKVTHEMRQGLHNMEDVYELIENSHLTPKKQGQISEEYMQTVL
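TSHR-expressing cells were treated with compounds, then stimulated with TSH at EC80 (4nM final) for 2 hours at 37 deg C. Cellular cAMP was measured by HTRF competition between lysate cAMP and cAMP-d2 for a cryptate-labelled anti-cAMP antibody.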
PTAP TSG101 blk – qHTS Assay for Iinhibitors of HIV-1 Budding by Blocking the Interaction of PTAP/TSG101 | Tumor susceptibility gene 101 protein (Homo sapiens), Q99816 | Fluorescence polarization, FITC-PTAP peptide / Tsg101 binding | AID 493005, 2010 | Potency, µM (top dose mostly 115 µM), for the others: at the highest dose activity change, negative = inhibition, hits mostly inhibitors | 340,000 tested, under 10 active; active = well fitted inhibition curve with a large enough effect in the main read-out, with a control signal flat, not every such curve was filed as active; inconclusive = small, poorly fitted or top-dose-only effect, or effect the other way, or a change in a side signal; inactive = no such curve, though single readings can be large or run the other way; note: potency is the fitted concentration of half-maximal effect; % of control where 0% means no effect
Target sequence (Q99816 whole entry, looked up): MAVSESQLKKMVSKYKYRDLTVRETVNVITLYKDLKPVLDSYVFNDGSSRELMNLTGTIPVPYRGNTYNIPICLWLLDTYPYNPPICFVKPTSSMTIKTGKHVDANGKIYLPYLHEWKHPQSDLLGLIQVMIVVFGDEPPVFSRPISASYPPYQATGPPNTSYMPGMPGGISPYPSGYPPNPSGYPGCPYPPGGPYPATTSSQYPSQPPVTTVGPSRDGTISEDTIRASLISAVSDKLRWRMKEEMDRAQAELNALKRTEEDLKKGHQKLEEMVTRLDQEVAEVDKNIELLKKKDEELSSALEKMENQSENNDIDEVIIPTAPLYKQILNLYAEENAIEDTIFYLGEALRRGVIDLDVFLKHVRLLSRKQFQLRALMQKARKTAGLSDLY
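Tsg101 binding domain (10 uM final) was mixed with compound and a FITC-labeled PTAP peptide (50 nM final) in HEPES pH 7.5 buffer with NaCl, Tween 20, EDTA and TCEP; fluorescence polarization was read after 20 min at r.t.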
Eya2 inh – qHTS Assay for Inhibitors of the Phosphatase Activity of Eya2 | Protein phosphatase EYA2 (Homo sapiens), O00167 | recombinant Eya2, OMFP fluorescence dephosphorylation (OMFP is methylfluorescein phosphate) | Potency, µM (titrated, usually from 76.9 µM), for inactives: at the highest dose activity, negative = inhibition, most hits filed as inhibitors | hit rate 0.006% among 330,000; note: potency is the fitted concentration of half-maximal effect; % is set by controls: 0 for no effect and ±100 for the full control effect
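Eya2 (0.2 uM) preincubated 10 min at ambient with compound, then OMFP substrate added at 50 uM; 10 min reaction in 50 mM HEPES pH 7.5, 50 mM NaCl, 5 uM MgCl2, 0.05% BSA, 1 mM DTT. Fluorescence read at Ex 485/Em 525 nm.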
ELG1 DNA repair – qHTS screen for small molecules that inhibit ELG1-dependent DNA repair in human embryonic kidney (HEK293T) cells expressing luciferase-tagged ELG1 | HEK293T ELG1-luciferase reporter, luminescence, 16 h; DNA damage induced by 5-fluorouridine | Potency, µM (doses to about 46.1 µM), for the others: at the top dose activity change, negative = inhibition, most hits filed as inhibitors | hit rate 2.3% among 330,000 | AID 504467, 2011; note: potency is the fitted concentration of half-maximal effect; % is set by controls: 0 for no effect and ±100 for the full control effect; nearly all actives have a fitted effect of over 55% in size
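Luminescence from the luciferase reporter, measured 30 min after ONE-Glo reagent at room temperature, was the read-out. Beforehand, 2,000 cells per well were exposed for 16 hr at 37 °C to 5-fluorouridine together with compound or vehicle.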
A-T KAP1 phos – qHTS Assay for Identifying a Potential Treatment of Ataxia-Telangiectasia; […] A-T fibroblasts, KAP-1 phosphorylation AlphaLISA; neocarzinostatin DNA damage 30 min before lysis; Potency, µM (top dose mostly 57.5 µM), for inactives: top-dose activation, usual class: activators; hit rate 0.19% among 320,000; note: potency is the fitted concentration of half-maximal effect; % of control where 0% means no effect; nearly all actives have a fitted effect of over 45% in size
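hTERT-immortalized A-T patient fibroblasts ([…]), 500 cells/well in OPTI-MEM, 1% FBS, got compounds for 60 min, then NCS for 30 min at 37C. Lysates were then assayed for phospho-KAP-1 by AlphaLISA (anti-pKAP1 donor, anti-KAP1 acceptor beads), 6 hr at 25C.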
Integrin act MD – qHTS for Activators of Integrin-Mediated Alleviation for Muscular Dystrophy. alpha7betagal myoblasts, beta-gal FDG fluorescence, 48 h. Potency, µM (series often up to 38.3 µM), without a hit: at the highest dose activation, usual class: activators. hit rate 0.064% among 350,000;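 note: potency is the fitted concentration of half-maximal effect; 100% = response of the positive control SU9516; nearly all actives have a fitted effect of over 60% in size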
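Alpha7betagal+/- myoblasts (passage 13) were plated 16-24 hr, then exposed to compounds (1:260 dilution of DMSO stock) for 48 hours at 37C. After MPER lysis, β-galactosidase reporter activity was read as FDG fluorescence (ex 480/em 540) after 30 minutes.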
Tb PFK inh – qHTS Assay to Find Inhibitors of T. brucei phosphofructokinase. ATP-dependent 6-phosphofructokinase (Trypanosoma brucei brucei), O15648. T. brucei PFK, ADP-Glo luminescence. Potency, µM (series often up to 57.5 µM), for inactives: at the top dose activity, negative = inhibition, hits mostly inhibitors. hit rate 0.17% among 330,000;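 note: potency is the fitted concentration of half-maximal effect; 0% = uninhibited 1x PFK enzyme wells and -100% = no-enzyme wells; nearly all actives have a fitted effect of over 60% in size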
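Luminescent ADP detection (ADP-Glo, two-step: ATP depletion then ADP-to-ATP conversion for luciferase) reported PFK activity after 45 min room-temperature reaction of 1.25 nM enzyme with 0.5 mM F6P and 0.1 mM ATP at pH 8.0.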
An asterisk follows results filed as active; [ ] = dose if it differs, or a comment. Unless noted, calls come from the whole dose curve; as a rule, active = well fitted curve in the direction sought with a large enough effect; inconclusive = small, poorly fitted or top-dose-only effect, or another doubt; inactive = no such curve, though single readings can be large; an effect the other way counts as inactive or inconclusive. An unsorted share of the library. Share with any hit: about 3.2%.

Screening Cc1nn(C(=O)c2ccoc2C)c(N)c1-c1ccccc1 returned BCR signal inh inconclusive, S-ASM inh 5%, Mito fusion act 4%, TCR act -6%, TSHR antagonist -21, PTAP TSG101 blk -2%, Eya2 inh 2%, ELG1 DNA repair inconclusive, A-T KAP1 phos 5%, Integrin act MD 8% and Tb PFK inh -3%.
O=C(Nc1cc(C(F)(F)F)ccc1N1CCOCC1)c1ccco1 was read as BCR signal inh 2%, S-ASM inh 7%, Mito fusion act -4%, TCR act -3%, TSHR antagonist 11, PTAP TSG101 blk -2%, Eya2 inh 16%, ELG1 DNA repair 4%, A-T KAP1 phos -3%, Integrin act MD 2% and Tb PFK inh 6%.
Screening Cc1ccc(NNC2CC(=O)N(c3cccc(Cl)c3)C2=O)cc1 (configuration not stated) returned BCR signal inh inconclusive, S-ASM inh -3%, Mito fusion act 7%, TCR act 0%, TSHR antagonist 9, PTAP TSG101 blk 0%, Eya2 inh -4%, ELG1 DNA repair 3%, A-T KAP1 phos -8%, Integrin act MD -7% and Tb PFK inh -3%.
For CCOc1cc(C(=O)OCc2ccc(C(=O)OC)o2)cc(Br)c1OC the results were BCR signal inh -2%, S-ASM inh -5%, Mito fusion act 7%, TCR act 1%, TSHR antagonist -4, PTAP TSG101 blk -7%, Eya2 inh -13%, ELG1 DNA repair -3%, A-T KAP1 phos 7%, Integrin act MD 3% and Tb PFK inh -2%.
`COc1cc(/C=N\NC(=O)c2nonc2N)c(OC)cc1Br` gave BCR signal inh inconclusive, S-ASM inh 22%, Mito fusion act -2%, TCR act 0%[46.1 µM], TSHR antagonist 3, PTAP TSG101 blk -3%, Eya2 inh 3%, ELG1 DNA repair -15%, A-T KAP1 phos -2%, Integrin act MD -49%[inhibitor] and Tb PFK inh -1%.
COc1ccc2ccc3c(c2c1)N=CC1(O3)N(C)c2ccccc2C1(C)C (configuration not stated) was read as BCR signal inh inconclusive, S-ASM inh 20%, Mito fusion act -1%, TCR act 2%[46.1 µM], TSHR antagonist -19, PTAP TSG101 blk 0%, Eya2 inh -3%, ELG1 DNA repair 11%, A-T KAP1 phos 14%, Integrin act MD -53%[inhibitor] and Tb PFK inh -26%.
Screening Cc1cc(C)c(S(=O)(=O)c2ccccc2C)c(OCCN(C)C)n1 returned BCR signal inh 1%, S-ASM inh 34%, Mito fusion act -10%, TCR act 2%, TSHR antagonist -10, PTAP TSG101 blk -6%, Eya2 inh -4%, ELG1 DNA repair 2%, A-T KAP1 phos 14%, Integrin act MD -5% and Tb PFK inh 1%.
`O=[N+]([O-])c1ccc(N2CCN(c3ccc(F)cc3)CC2)nc1` gave BCR signal inh 5%, S-ASM inh 3%, Mito fusion act 15%, TCR act 8%, TSHR antagonist 4, PTAP TSG101 blk 0%, Eya2 inh -4%, ELG1 DNA repair 23%, A-T KAP1 phos -23%, Integrin act MD 25% and Tb PFK inh 2%.
COCCNC(=O)c1ccc(CS(=O)(=O)c2ccc(Cl)cc2)o1 was read as BCR signal inh 8%, S-ASM inh 7%, Mito fusion act 2%, TCR act -2%, TSHR antagonist 4, PTAP TSG101 blk -4%, Eya2 inh 15%, ELG1 DNA repair 0%, A-T KAP1 phos -1%, Integrin act MD 18% and Tb PFK inh 2%.
`O=C(CN1CCN(c2ccc(Cl)cc2)CC1)c1ccccc1` gave BCR signal inh inconclusive, S-ASM inh 0%, Mito fusion act -11%, TCR act -2%, TSHR antagonist 7, PTAP TSG101 blk -1%, Eya2 inh 10%, ELG1 DNA repair inconclusive, A-T KAP1 phos -9%, Integrin act MD -13% and Tb PFK inh -9%.
Screening CCN(CC)S(=O)(=O)c1ccc(N2CCCC2)c(NS(=O)(=O)c2cccs2)c1 returned BCR signal inh -3%, S-ASM inh -6%, Mito fusion act -1%, TCR act -3%, TSHR antagonist 13, PTAP TSG101 blk -11%, Eya2 inh 2%, ELG1 DNA repair 11%, A-T KAP1 phos 0%, Integrin act MD 7% and Tb PFK inh -7%.
`Cc1ccc(S(=O)(=O)NCCCN2CCOCC2)c(C)c1` gave BCR signal inh inconclusive, S-ASM inh 4%, Mito fusion act 0%, TCR act -6%, TSHR antagonist -3, PTAP TSG101 blk -4%, Eya2 inh 12%, ELG1 DNA repair 10%, A-T KAP1 phos -2%, Integrin act MD 1% and Tb PFK inh -1%.
Screening CCOC(=O)c1[nH]c(C(=O)O)c(OC(=O)CC)c1C returned BCR signal inh inconclusive, S-ASM inh 1%, Mito fusion act 1%, TCR act -1%, TSHR antagonist -5, PTAP TSG101 blk -8%, Eya2 inh -9%, ELG1 DNA repair 0%, A-T KAP1 phos 2%, Integrin act MD 17% and Tb PFK inh 1%.
Cc1ccc(/C=N/Nc2ccc(Cl)nn2)cc1 was read as BCR signal inh inconclusive, S-ASM inh 1%, Mito fusion act -13%, TCR act -6%, TSHR antagonist 0, PTAP TSG101 blk 4%, Eya2 inh -9%, ELG1 DNA repair inconclusive, A-T KAP1 phos -10%, Integrin act MD 27% and Tb PFK inh -4%.
`Cc1ccccc1COc1ccc(/C(O)=C2/C(=O)C(=O)N(CCCn3ccnc3)C2c2ccco2)cc1` (configuration not stated) gave BCR signal inh 1%, S-ASM inh 1%, Mito fusion act -4%, TCR act -3%, TSHR antagonist -1, PTAP TSG101 blk -3%, Eya2 inh 19%, ELG1 DNA repair 6%, A-T KAP1 phos -6%, Integrin act MD 0% and Tb PFK inh -1%.
CCOC(=O)N1CCN(C(=O)C(=O)Nc2sc3c(c2C(=O)O)CC(C)(C)OC3)CC1 was read as BCR signal inh -6%, S-ASM inh -1%, Mito fusion act 0%, TCR act -9%, TSHR antagonist -7, PTAP TSG101 blk 1%, Eya2 inh -2%, ELG1 DNA repair 0%, A-T KAP1 phos 0%, Integrin act MD 25% and Tb PFK inh 4%.
COc1ccc(C2=Nc3ccc(C)cc3C(c3ccccc3)N2CC(=O)NN)cc1 (configuration not stated) was read as BCR signal inh -7%, S-ASM inh -2%, Mito fusion act -3%, TCR act -10%, TSHR antagonist 5, PTAP TSG101 blk 1%, Eya2 inh -5%, ELG1 DNA repair 6%, A-T KAP1 phos 0%, Integrin act MD inconclusive and Tb PFK inh -2%.
Cc1cc2ccccn2c1C(=O)c1nc(NCc2ccco2)ncc1Cl was read as BCR signal inh inconclusive, S-ASM inh inconclusive, Mito fusion act -4%, TCR act -2%, TSHR antagonist -3, PTAP TSG101 blk -5%, Eya2 inh -18%, ELG1 DNA repair inconclusive, A-T KAP1 phos 2%, Integrin act MD 11% and Tb PFK inh 1%.
Screening Cc1ccc(N(Cc2cc(=O)[nH]c3ccccc23)C(=O)CCl)c(C)c1 returned BCR signal inh inconclusive, S-ASM inh -1%, Mito fusion act -8%, TCR act 1%, TSHR antagonist -1, PTAP TSG101 blk 0%, Eya2 inh 4%, ELG1 DNA repair inconclusive, A-T KAP1 phos 5%, Integrin act MD -72%[inhibitor] and Tb PFK inh 3%.
Screening COc1cc(CNCCO)cc(Br)c1OCc1ccccc1Cl returned BCR signal inh inconclusive, S-ASM inh -4%, Mito fusion act -17%, TCR act -7%, TSHR antagonist 3, PTAP TSG101 blk -4%, Eya2 inh -1%, ELG1 DNA repair -10%, A-T KAP1 phos -3%, Integrin act MD -50%[inhibitor] and Tb PFK inh -3%.
For Cc1ccccc1Cn1c(=O)n(CCCC(=O)NCc2ccco2)c(=O)c2ccccc21 the results were BCR signal inh -2%, S-ASM inh 0%, Mito fusion act 9%, TCR act -3%[46.1 µM], TSHR antagonist 2, PTAP TSG101 blk -4%, Eya2 inh -1%, ELG1 DNA repair inconclusive, A-T KAP1 phos 0%, Integrin act MD -39% and Tb PFK inh 0%.

Screening results from PubChem BioAssay.
